Screening data (PubChem)
tuberculosis growth – growth inhibition of non-replicating M. tuberculosis (AID 488890). Mycobacterium tuberculosis non-replicating, growth inhibition; higher % means a stronger effect. one-dose inhibition, % at 25 µM; IC50 in µM for titrated hits. actives 0.39% (n = 320,000); in the data active = a potency from the dose series; inconclusive = inhibition mostly from about 82% at the one dose, without a potency; inactive = the rest, 99 in 100 with inhibition below about 76%;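 also: plate controls were DMSO cells for no effect and high antibiotic wells for full effect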
influenza NS1A – H1N1 influenza NS1A inhibitors, functional cell based assay (AID 504329); inhibition, % at 12.5 µM; hits with a dose series show IC50 in µM; actives 0.3% (n = 340,000); NS1A functional cell-based assay, percent inhibition; higher % means a stronger effect; in the data active = a potency from the dose series; inconclusive = inhibition above about 27% without an active follow-up result; also: strong numbers were not always called active
inhibitors of VEEV – inhibitors of VEEV TC-83 cytopathic effect, confirmation, Vero cells (AID 588727) | Vero cells, VEEV TC-83 cytopathic effect inhibition; higher % means a stronger effect | inhibition, % at 20 µM, or IC50 in µM where a hit was titrated | actives 0.13% (n = 350,000); in the data active = a potency from the dose series; inconclusive = inhibition mostly from about 14% at the one dose, without a potency; inactive = the rest, 99 in 100 with inhibition below about 12%; also: strong numbers were not always called active
H37Rv inhibition – M. tuberculosis growth inhibition, HTS (AID 449762); M. tuberculosis H37Rv growth inhibition, 7H9 media; higher % means a stronger effect; inhibition, % at 25 µM; hits with a dose series show IC50 in µM; actives 0.59% (n = 330,000); in the data active = a potency from the dose series; inconclusive = inhibition above about 70% without an active follow-up result;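 also: bacterial growth assessed after seven days of incubation; strong numbers were not always called active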
Salmonella PhoP GFP – PhoP regulon inhibitors, Salmonella typhi PhoP promoter GFP reporter, confirmatory (AID 1850). Salmonella Typhi PhoP-promoter GFP reporter, fluorescence, 4 h; higher % means a stronger effect. inhibition, % at 50 µM; hits with a dose series show IC50 in µM. actives 0.33% (n = 310,000); in the data active = a potency from the dose series; inconclusive = inhibition mostly from about 25% at the one dose, without a potency; inactive = the rest, 99 in 100 with inhibition below about 19%;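 also: 0% = induced wells with vehicle and 100% = uninduced wells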
inhibitors of VEEV 10K pilot screen – second read-out of inhibitors of VEEV, no call of its own (marks repeat the call); inhibition, %; measured here: 10K pilot screen inhibition
* marks the source's active call; other numbers are inactive results; i = inactive; ? = inconclusive; / = no result given.

SMILES	tuberculosis growth	influenza NS1A	inhibitors of VEEV	H37Rv inhibition	Salmonella PhoP GFP	others
Nc1nc2ccccc2n1CCOc1ccc(Cl)cc1	79.0%	2.8%	i	9.8%	14.7%
Clc1ccc(CN2C3=NCCN3c3ccccc32)cc1Cl	70.8%	-9.2%	i	-11.7%	22.6%	inhibitors of VEEV 10K pilot screen=0.0
Cn1c(=O)c2cc(S(=O)(=O)NCCC(=O)N3CC=C(c4ccccc4)CC3)ccc2n(C)c1=O	19.1%	-46.7%	4.0%	-9.6%	-3.8%	inhibitors of VEEV 10K pilot screen=1.6
O=C(Cc1ccccc1)OC(COCc1ccccc1)CN1CCOCC1 (stereo not given)	-3.3%	-11.3%	0.3%	-5.6%	-4.4%
COc1ccc2[nH]cc(CCNC(=O)Cc3ccc(Br)cc3)c2c1	48.2%	-4.5%	1.1%	0.4%	-4.1%
Cn1cc(C(=O)OCC(=O)Nc2ccccc2)c2ccccc21	24.9%	-11.1%	5.4%	-7.1%	/
CCN(c1ccc(NC(=O)COC(=O)c2cc3ccccc3oc2=O)cc1)C(C)C	?	1.0%	1.2%	44.4%	-3.8%
CC(=O)c1ccc(Nc2nc(-c3ccccc3)nc3ccccc23)cc1	/	-5.5%	7.0%	/	/
Cc1ccc2c(C)c(C(=O)Nc3cccnc3)oc2c1	11.3%	23.1%	2.0%	2.1%	-1.2%
OC(CN=c1sc2ccccc2n1CC(O)COc1ccccc1)COc1ccccc1 (stereo not given)	0.9%	-1.9%	6.3%	11.2%	-1.1%
O=C(COC(=O)c1ccccn1)NC1CCCCC1	-0.6%	-3.7%	0.6%	-1.6%	-2.8%
O=C(OCC(=O)N1CCN(C(=O)c2ccco2)CC1)c1cc(F)c(F)cc1Cl	68.3%	-17.9%	4.7%	31.2%	/
CC1CN(C(=O)C(C)Sc2nnnn2C)CC(C)O1 (stereo not given)	-9.1%	-1.8%	0.3%	8.6%	4.2%
COCC1CCCCN1C(=O)c1ccc(OC2CCN(CCc3ccccc3)CC2)cc1 (stereo not given)	11.9%	-1.1%	2.2%	0.4%	2.4%
CN(c1ccccc1)S(=O)(=O)c1cccc(NC(=O)Cn2cnc3ccccc3c2=O)c1	-9.7%	10.0%	5.8%	0.7%	18.6%

Next section, overlapping the part above by five compounds.
SMILES	tuberculosis growth	influenza NS1A	inhibitors of VEEV	H37Rv inhibition	Salmonella PhoP GFP	others
O=C(COC(=O)c1ccccn1)NC1CCCCC1	-0.6%	-3.7%	0.6%	-1.6%	-2.8%
O=C(OCC(=O)N1CCN(C(=O)c2ccco2)CC1)c1cc(F)c(F)cc1Cl	68.3%	-17.9%	4.7%	31.2%	/
CC1CN(C(=O)C(C)Sc2nnnn2C)CC(C)O1 (stereo not given)	-9.1%	-1.8%	0.3%	8.6%	4.2%
COCC1CCCCN1C(=O)c1ccc(OC2CCN(CCc3ccccc3)CC2)cc1 (stereo not given)	11.9%	-1.1%	2.2%	0.4%	2.4%
CN(c1ccccc1)S(=O)(=O)c1cccc(NC(=O)Cn2cnc3ccccc3c2=O)c1	-9.7%	10.0%	5.8%	0.7%	18.6%
Cc1ccc2c(c1)[C@H]1[C@H](CO2)[C@H](c2ccccc2)[C@]2(C)C(=O)Nc3cc(F)ccc3C(=O)N12	60.1%	8.9%	0.6%	6.2%	/	inhibitors of VEEV 10K pilot screen=1.6
COc1cccc(-n2nnc3c(=O)n(C/C=C/c4ccccc4)cnc32)c1	14.4%	-37.4%	1.7%	0.2%	1.0%
Cc1ccc(NC(=O)CN2CCN(C)CC2)cc1S(=O)(=O)N1CCOCC1	-16.3%	-6.4%	2.3%	-2.4%	4.3%
O=C(c1ccccc1Nc1ccc(SC(F)F)cc1)N1CCCCC1	-4.9%	-2.0%	2.9%	0.5%	-2.8%
CCCCSc1nc2c(c(=O)[nH]c(=O)n2C)n1CCc1ccccc1	7.7%	31.0%	3.0%	6.8%	-5.2%
Cc1noc(C)c1C(=O)OCC(=O)Nc1c(F)cccc1F	2.9%	1.2%	0.6%	2.9%	-0.8%
O=C(c1ccco1)N1N=C(C2CCCCC2)CC1(O)C(F)(F)F (stereo not given)	68.7%	4.2%	i	11.0%	1.3%
CCOC(=O)C1CCN(C(=O)c2ccc(Br)o2)CC1	25.0%	-1.7%	5.2%	10.2%	-3.9%
CC(C)c1ccc(C(=O)N2CCCN(C(=O)c3ccc(C(C)C)cc3)CC2)cc1	6.0%	0.6%	0.1%	10.9%	-4.8%
COc1cccc(NC(=O)CSc2nnc(COc3ccc4c(c3)CCCC4)o2)c1	65.7%	2.8%	0.8%	46.1%	-1.1%
N=c1oc2ccc3ccccc3c2cc1C(N)=S	?	2.8%	1.6%	55.0%	3.9%
CCn1c(SCC(=O)Nc2ccc3c(c2)OCO3)nnc1C1CC1	1.8%	-2.8%	i	1.4%	-25.9%
COc1ccccc1Cn1c(=S)[nH]c2ccc(F)cc2c1=O	-9.4%	-15.6%	0.4%	-9.5%	-0.7%
O=C(N/N=C/c1ccccc1Br)c1cccc(S(=O)(=O)N2CCOCC2)c1	-5.2%	1.0%	1.4%	-1.7%	/
COc1cccc(C(=O)NCC2CCCN(C3CCCCC3)C2)c1OC (stereo not given)	22.7%	-4.4%	i	-3.3%	10.6%
CCOC(=O)[C@H]1[C@H]2COc3ccccc3[C@@H]2N2C(=O)c3c(C)cc(C)cc3NC(=O)[C@@]12C	51.0%	11.4%	0.2%	60.0%	-1.9%
O=C(NNc1c(Cl)cccc1Cl)C1CCC1	-9.8%	-1.0%	1.6%	5.0%	-21.0%
O=C(CSc1nnc2ccccn12)Nc1ccccc1C(=O)NC1CC1	-4.5%	11.6%	0.6%	2.2%	-0.5%
Nn1c(=O)[nH]c2c([nH]c3ccccc32)c1=O	7.9%	-5.8%	2.8%	4.7%	-1.4%
COc1ccc(/C(N)=N/OC(=O)c2cccs2)cc1OC	6.5%	9.2%	8.8%	6.0%	0.7%
CCn1c(=O)cc(OCC(=O)N2CCN(C(=O)c3ccco3)CC2)c2ccccc21	11.0%	-7.9%	2.6%	-8.7%	-13.2%
CCOc1ccc(S(=O)(=O)Nc2cccc(C(=O)NCC(C)(C)N3CCOCC3)c2)cc1	1.8%	-2.6%	3.6%	-4.0%	-4.5%
O=C1NC(=S)NC(=O)C1=Cc1ccc(OCc2ccccc2)cc1	/	-14.1%	3.7%	/	/
Cc1ccc(-c2nnc(SCC(=O)NC(=O)Nc3ccc(C)cc3C)n2N)cc1	4.4%	-9.1%	0.5%	-0.5%	-7.0%
CCc1ccc(-c2nc(CS(=O)CC(=O)NCCCN3CCOCC3)c(C)o2)cc1 (stereo not given)	14.0%	-7.1%	2.2%	-3.1%	-6.2%
CON(C)S(=O)(=O)NC(=O)C1=C(N2CCCC2)COC1=O	-6.7%	2.7%	0.6%	-7.2%	/
O=c1[nH]c(CN2CCN(S(=O)(=O)/C=C/c3ccccc3)CC2)nc2cc(Cl)ccc12	46.2%	8.4%	4.1%	?	-12.9%
CN(C)S(=O)(=O)c1ccc2nc(NC(=O)c3cccnc3)sc2c1	14.5%	-0.1%	4.3%	1.4%	-11.0%
O=C(C[C@@H]1C/C=C\CCC(=O)OC[C@@H]2CCCN2C1=O)N[C@H](CO)Cc1ccccc1	5.0%	-13.8%	i	5.8%	/
Cc1cc(-n2c(C)cc(C(=O)COc3ccccc3[N+](=O)[O-])c2C)no1	37.4%	-10.3%	6.7%	1.8%	13.1%
CC1Oc2ccccc2OC1C(=O)Nc1nccs1 (stereo not given)	21.7%	-7.5%	5.7%	-2.2%	-0.8%
CN(c1ccccc1C(=O)N1CCN(Cc2ccc3c(c2)OCO3)CC1)S(C)(=O)=O	-7.4%	-0.1%	0.1%	-5.4%	10.2%
C=CCSc1ncc(CO)n1Cc1ccccc1	-1.4%	-6.5%	0.6%	-7.0%	-0.5%
Cc1nn(C)c(C(=O)Nc2ccc3c(c2)OCO3)c1[N+](=O)[O-]	6.0%	-3.4%	1.2%	5.6%	-2.8%
COc1ccc(CCNC(=O)CNS(=O)(=O)c2ccc(Cl)cc2)cc1	-4.4%	/	0.6%	-8.4%	12.6%
CC(C)Oc1ccc(C(=O)NC2=NCCS2)cc1	33.2%	-5.7%	0.8%	-7.1%	-0.6%
COc1cccc(NC(=O)COC(=O)c2ccc3c(c2)OCO3)c1	/	-13.1%	3.2%	/	/
Cc1nn(CC(=O)Nc2ccc(C(C)C)cc2)c(C)c1[N+](=O)[O-]	7.3%	-14.3%	2.2%	5.5%	-16.3%
O=C1/C(=C\c2ccccc2)CCc2c1[nH]c1ccccc21	18.1%	3.4%	3.6%	-2.7%	-1.8%
Cc1cc(C(=O)N/N=C/c2ccc(OCc3ccccc3)cc2)c(C)o1	16.7%	-4.2%	8.9%	?	0.1%
CCN1CCN(CCCNC(=O)C(=O)c2c(C)[nH]c3ccccc23)CC1	16.0%	0.4%	1.8%	3.0%	-5.4%
CCc1nnc(NC(=O)C(CC)CC)s1	0.9%	-7.6%	i	2.1%	-10.1%
O=C(O)c1cc(-c2ccccc2)on1	8.1%	0.4%	0.4%	1.1%	-1.2%
O=C(CNC(=O)c1ccc(S(=O)(=O)N2CCCC2)cc1)N/N=C/c1ccc(F)cc1	0.6%	5.4%	i	-2.9%	-13.3%
O=C(O)c1ccc(C(=O)Nc2ccc(F)cc2)cc1	-1.8%	-4.6%	1.5%	3.5%	-2.0%
O=C(CN1CCOCC1)Nc1ncc(Cc2cccc3ccccc23)s1	15.7%	-5.6%	i	54.3%	-5.8%
Cc1ccnc(SCc2nc3ccccc3s2)n1	19.9%	0.2%	i	-0.7%	-2.5%
O=C(/C=C(\O)c1ccc(Cl)cc1)C(=O)NNC(=O)C(O)(c1ccccc1)c1ccccc1	0.3%	-0.4%	i	38.1%	7.2%
CC(=O)Nc1ccc(Nc2nc3c(S(=O)(=O)c4ccc(C)c(C)c4)nnn3c3ccccc23)cc1	-8.6%	8.2%	1.8%	7.0%	-3.9%
CN(C)S(=O)(=O)c1ccc(/C(O)=C2/C(=O)C(=O)N(CCN3CCCCC3)C2c2cccnc2)cc1 (stereo not given)	/	-8.7%	i	/	/
Cc1c(C(=O)O)cccc1N1C(=O)Nc2ccccc2N1O	-8.2%	-10.1%	1.0%	-14.9%	3.8%
CC(CCc1ccccn1)(CCc1ccccn1)C(=O)c1ccccc1	/	2.9%	0.6%	/	/
COc1cccc(NC(=O)CN(C)C(=O)c2sc3cc(Cl)ccc3c2Cl)c1	41.1%	-8.3%	8.8%	32.5%	0.1%
CC(=O)Nc1cccc(NC(=O)C2CC(=O)N(c3ccc(C)cc3)C2)c1 (stereo not given)	-9.4%	-8.4%	1.3%	-0.3%	-6.2%
Cc1nc(NC(=O)c2cccc(Cl)c2)sc1C(=O)N1CCCCC1	14.3%	-1.7%	5.2%	0.7%	-4.0%
CC(=O)/C(=N/Nc1cccc(C)c1)N1CCOCC1	30.1%	-3.9%	0.4%	?	-13.3%
O=C(NCc1ccco1)c1ccc(S(=O)(=O)N2CCOCC2)cc1	6.8%	0.9%	2.8%	8.4%	-1.7%
CCN1C(=O)[C@H]2[C@H]3CN=C(SCc4ccc(C)cc4)N3[C@@](CC)(C(=O)OC)[C@H]2C1=O	/	9.7%	i	/	/
CC(=NNC(=O)c1cc(C)oc1C)c1ccc(Br)s1	3.6%	2.5%	3.8%	3.4%	/
C#CCOc1ccc(/C=N/O)cc1Cl	12.6%	6.1%	2.4%	13.2%	-5.9%

Later entries:
SMILES	tuberculosis growth	influenza NS1A	inhibitors of VEEV	H37Rv inhibition	Salmonella PhoP GFP	others
CCCCn1nnnc1SCC(=O)NNC(=O)C1CCCCC1	-9.1%	-2.8%	0.8%	4.2%	-4.3%
CN1CCCC(OC(=O)c2cc(Cl)ccc2Cl)C1 (stereo not given)	-3.2%	-1.3%	0.4%	-3.3%	6.2%
CCN(CC)S(=O)(=O)c1cccc(C(=O)N2CC(O)CC2C(=O)O)c1 (stereo not given)	0.4%	-15.8%	i	-1.8%	1.9%
O=C1COc2ccc(C(=O)NC3CC3)cc2N1	1.5%	-2.4%	0.6%	-4.1%	4.3%
COC(=O)c1ccc(NC(=O)Cn2cnc3c(nnn3-c3cccc(OC)c3)c2=O)cc1	-3.7%	-14.6%	i	-4.0%	1.6%	inhibitors of VEEV 10K pilot screen=0.6
COc1ccccc1-n1cc(-c2ccc(C)cc2)[nH]c1=S	-4.3%	-15.0%	0.8%	2.3%	1.1%
